Assay outcomes (PubChem)
PV pol inh = poliovirus RNA polymerase inhibition. P03300. poliovirus polymerase elongation, fluorescence polarization; stronger effect = lower value. % elongation, % (compound at 16.7 µg/mL). actives 0.66% (n = 150,000). AID 588519; in the data active = % elongation below about 90%; also: some results filed as inactive read as strong as hits
Target sequence (P03300 1749-2209 limits assumed): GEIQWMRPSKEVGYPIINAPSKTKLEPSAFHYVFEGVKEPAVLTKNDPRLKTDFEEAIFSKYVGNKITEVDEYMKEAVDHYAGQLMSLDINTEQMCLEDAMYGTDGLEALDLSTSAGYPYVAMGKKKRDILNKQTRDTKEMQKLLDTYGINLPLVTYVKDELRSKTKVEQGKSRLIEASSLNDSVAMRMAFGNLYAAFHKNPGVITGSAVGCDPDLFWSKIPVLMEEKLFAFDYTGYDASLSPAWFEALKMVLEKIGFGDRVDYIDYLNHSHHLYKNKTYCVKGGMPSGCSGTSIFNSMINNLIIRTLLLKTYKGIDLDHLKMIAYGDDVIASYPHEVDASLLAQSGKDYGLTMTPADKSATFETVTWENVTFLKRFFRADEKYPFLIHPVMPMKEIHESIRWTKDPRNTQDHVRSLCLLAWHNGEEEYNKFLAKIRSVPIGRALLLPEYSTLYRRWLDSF
PV pol inh FP z-score = second read-out of PV pol inh, no call of its own (marks repeat the call); z-score; measured here: FP z-score; hits read low
The depositor's hits bear a star. This is a subset, so the mix of outcomes need not match the whole.

canonical_smiles,PV pol inh,PV pol inh FP z-score
COCCn1c(SC(C)C#N)nc2cc(Cl)ccc2c1=O (stereo not given),101.0,0
N#Cc1c(/N=C/N2CCCCC2)sc2c1CCCC2,103.0,0.4
COc1cc(/C=C/C(=O)Nc2ccc(-c3nnc4n3CCCCC4)cc2)ccc1OCC#N,97.0,-0.9
CCOc1cc(/C=C2\OC(=O)c3c2cc(C)[nH]c3=S)ccc1O,105.0,0.3
CCC(O)c1nc2ccccc2n1CCOc1cc(C)cc(C)c1 (stereo not given),104.0,-0.7
COc1ccc(S(=O)(=O)N2CCC(C(=O)NC(C)c3ccccc3)CC2)cc1 (stereo not given),110.0,1.6
CCOC(=O)c1c(C)oc2nc(C)nc(NCCCN3CCN(c4ccccc4OC)CC3)c12,100.0,-1
CCOc1ccc2nc(N(Cc3cccnc3)C(=O)c3cccs3)sc2c1,107.0,0.1
CN(C)/C=C(\C#N)C(=O)C1CC1,103.0,0.4
Cc1sc2ncn(CC(=O)N(C)c3ccc(Br)cc3)c(=O)c2c1S(=O)(=O)N1CCC(C)CC1,99.0,-0.6
O=C1CN(C(=O)Cc2ccc(S(=O)(=O)N3CCCCC3)cc2)c2ccccc2N1,105.0,0.4
O=C(CSc1ccnc(=O)[nH]1)NCc1ccccc1,102.0,-0.2
Cn1c(C(=O)N2CCC(C(=O)NCCc3ccc(S(N)(=O)=O)cc3)CC2)cc2sccc21,102.0,-1.3
CCC(C)(C)NS(=O)(=O)c1cc(-c2onc(C)c2C)ccc1C,101.0,0.1
COC(=O)c1cc(NC(=O)CC2C(=O)OCCN2Cc2ccccc2)cc(C(=O)OC)c1 (stereo not given),102.0,-0.8

The list goes on.
canonical_smiles,PV pol inh,PV pol inh FP z-score
CCc1n[nH]c(=O)c2cc3sccc3n12,104.0,1.1
O=C(c1c(F)cccc1F)N1CCCC(c2nc(-c3cccs3)no2)C1 (stereo not given),100.0,-0.4
O=C(COc1c(F)c(F)cc(F)c1F)c1ccc2c(c1)OCCO2,103.0,0.1
CN1CCN(Cc2c(O)ccc3c(=O)c(-c4ccccc4)coc23)CC1,104.0,0.5
CCn1c(=O)cc(N2CCC(C)CC2)[nH]c1=O,105.0,1.3
COCCNC(=O)Cc1nc2ccccc2n1CC(=O)Nc1ccc(S(=O)(=O)N2CCCC2)cc1,118.0,1.8
O=C(Nc1ccc(-c2ccc3nncn3n2)cc1)C1CCCC1,103.0,0.4
C(=C\c1ccccc1)/CNCc1ccco1,100.0,-1
CC1=C(C(=O)Nc2ccccc2)C2(CCCCC2)C(C#N)=C(S)N1,101.0,-0.3
CCNc1c(NC(=O)c2cccs2)c(=O)oc2ccccc12,101.0,-0.2
O=c1oc2ccccc2c2nccnc12,100.0,0.2
Cc1cc(C)cc(OCC(=O)NCC2(N(C)C)CCCCC2)c1,98.0,-2.1
CCN(C(=O)COc1ncnc2sc(-c3ccccc3)cc12)C1CCS(=O)(=O)C1 (stereo not given),104.0,0.2
COc1ccc(NC(=O)C2CCCN(c3cnccn3)C2)c(OC)c1 (stereo not given),109.0,0.7
CC(C)(C)OC(=O)N1CCC(CNC(=O)c2ccc(F)cc2F)CC1,104.0,0.2

By substructure: the compounds so far with an aryl thioether with sulfur outside any ring
canonical_smiles,PV pol inh,PV pol inh FP z-score
COCCn1c(SC(C)C#N)nc2cc(Cl)ccc2c1=O (stereo not given),101.0,0
O=C(CSc1ccnc(=O)[nH]1)NCc1ccccc1,102.0,-0.2

Continued:
canonical_smiles,PV pol inh,PV pol inh FP z-score
Cc1nn(CCC#N)c2c1P(=S)(N1CCCCC1)OC(c1ccccc1)=N2 (stereo not given),90.0*,-1.3*
COc1ccc2c(c1)CCc1c(C(=O)N3C(C)CCCC3C)noc1-2 (stereo not given),103.0,0.9
O=C(Nc1c2c(nn1-c1ccc(Oc3ccccc3)cc1)CSC2)c1ccco1,101.0,-0.1
Cc1cc(C)nc(SCCS(=O)Cc2ccc(Cl)cc2)n1 (stereo not given),102.0,0.1
O=C(CCC1CCCC1)N1CCc2c([nH]c3ccccc23)C1c1ccc(F)cc1 (stereo not given),109.0,0.5
Cc1ccc(C)c(Cn2nnc(C(=O)NCc3ccccc3)c2N)c1,103.0,-0.8
Cc1cccc(NC(=O)CSc2nnc(CCC(=O)O)c(=O)n2N)c1,108.0,0.7
O=C(Nc1ccc(N2CCN(c3ccc(C(F)(F)F)cn3)CC2)nc1)Nc1ccccc1OC(F)(F)F,103.0,0.4
COc1ccc(N=C(Nc2ccc(OC)cc2)SC)cc1,102.0,0
CCOC(=O)Nc1nnc(Cc2cccc(Br)c2)s1,100.0,-0.2
O=C(NCCc1ccccc1)c1ccoc1COc1ccccc1,101.0,-0.4
O=c1c2ccccc2[nH]c(=S)n1-c1cccc(S(=O)(=O)N2CCCC2)c1,99.0,-0.1
Cc1ccc2nc(N3CCC(C(=O)NCc4ccc(F)cc4)CC3)[nH]c2c1,106.0,-0.3
Nc1nc(NC(=S)Nc2ccccc2)cc(=O)[nH]1,99.0,-1
NC(=O)c1cc(-c2csc(N3CCCC3)n2)ccc1O,105.0,0.2

In another format: four of the compounds above.
compound: Cc1cc(C)nc(SCCS(=O)Cc2ccc(Cl)cc2)n1 (stereo not given)
  PV pol inh: 102.0; PV pol inh FP z-score: 0.1
compound: O=C(CCC1CCCC1)N1CCc2c([nH]c3ccccc23)C1c1ccc(F)cc1 (stereo not given)
  PV pol inh: 109.0; PV pol inh FP z-score: 0.5
compound: Cc1ccc(C)c(Cn2nnc(C(=O)NCc3ccccc3)c2N)c1
  PV pol inh: 103.0; PV pol inh FP z-score: -0.8
compound: Cc1cccc(NC(=O)CSc2nnc(CCC(=O)O)c(=O)n2N)c1
  PV pol inh: 108.0; PV pol inh FP z-score: 0.7

(cont.)
Second line of a record – PV pol inh | PV pol inh FP z-score
O=C1CSC(c2ccccc2)N1Nc1nc(N2CCOCC2)nc(N2CCOCC2)n1 (stereo not given)
→ 102.0 | 0.3
CN(C)c1ccc(CNC(=O)CCC(=O)N2Cc3ccccc3Oc3ncccc32)cc1
→ 106.0 | -0.5
CCN(CC)S(=O)(=O)c1ccc2[nH]c3c(c2c1)CCCC3
→ 101.0 | -0.4
CCCN1CNc2nc3ccccc3n2C1
→ 100.0 | -0.3
COc1ccc(OC)c(CC(=O)Nc2c(N)nc(N)nc2N)c1
→ 26.0 | -7.8
Cc1nc(-n2nc(C)c(CCC(C)C)c2C)sc1C(=O)Nc1cccc(Cl)c1
→ 110.0 | 0.7
COc1ccc(CCNC(=O)Cn2c(=O)c3cccn3c3ccccc32)cc1OC
→ 110.0 | 0.6
NNC(=O)c1ccc(-c2ccccc2F)cc1
→ 101.0 | -0.3
CCOC(=O)CN(C)Cc1ccc(Cl)c(Cl)c1
→ 100.0 | -0.4
Cc1ccc(C)c(N2C(=O)CS/C2=C(/C#N)S(=O)(=O)c2ccccc2)c1
→ 108.0 | 0.6
CC1(C)Oc2ccc(C(=O)N3CCOCC3)cc2NC1=O
→ 93.0 | -2.2
CN(C)c1ccc(CN2CCc3c([nH]c4ccccc34)C2)cc1
→ 100.0 | 0
O=C1CCc2cc(Cl)ccc21
→ 105.0 | 0.6
CCCCc1nc2ccccc2n1CC(=O)NC1=NCCS1
→ 99.0 | -0.8
O=C(CCCn1c(=O)c2sccc2n(Cc2ccc(Cl)cc2)c1=O)NCc1ccc2c(c1)OCO2
→ 110.0 | 1

(listing goes on)
Second line of a record – PV pol inh | PV pol inh FP z-score
C=CCN1C(=O)/C(=C\c2ccc(OCc3ccccc3C#N)cc2)C(=O)NC1=S
→ 102.0 | 0
COc1cc(N=c2scc(-c3ccc(S(=O)(=O)N4CCCC4)cc3)n2C)c(OC)cc1Cl
→ 101.0 | -0.2
O=C(O)C1C2C=CC3(O2)C1C(=O)N1c2ccccc2C2OCCC2C13 (stereo not given)
→ 100.0 | -0.2
S=c1[nH]nc(Nc2cccc(Br)c2)s1
→ 102.0 | -0.1
CCOc1cc(/C=c2\sc3nc4c(C)c(C)ccc4n3c2=O)cc(Cl)c1O
→ 46.0 | -4.5
CCOC(=O)c1cnc2c(-c3ccccc3)c(C(F)(F)F)nn2c1C
→ 101.0 | -0.3
N#C/C(=C(/O)CSc1ncnc2sc3c(c12)CCC3)c1nc2ccccc2[nH]1
→ 109.0 | 0.8
Cc1nc(-c2cc(C#N)c(SCCNC(=O)c3ccc(Cl)cc3Cl)nc2C)cs1
→ 99.0 | -0.5
CC1CCN(c2nc(-c3ccc(C(C)C)cc3)c(C#N)c(=O)[nH]2)CC1
→ 99.0 | -0.2
CCCn1c(=NC(=O)CS(=O)(=O)c2ccccc2)sc2cc(S(C)(=O)=O)ccc21
→ 104.0 | 0.6
COc1ccc(N(C)C(=O)Cn2cnc3sc(C)c(S(=O)(=O)N4CCN(c5ncccn5)CC4)c3c2=O)cc1
→ 111.0 | 1.2
Cc1ccc(/C=C/c2onc(C)c2S(=O)(=O)N2CCC(C(=O)Nc3cc(C)ccc3C)CC2)cc1
→ 105.0 | -0.3
C[C@H](NC(=O)c1cccc(C(F)(F)F)c1)c1nc2ccccc2[nH]1
→ 104.0 | 0.2
COC(=O)c1ccc(NC(=O)CNC(C)(C)CO)cc1
→ 102.0 | -0.3
CN1CCN(CC(O)COCc2ccccc2)CC1 (stereo not given)
→ 97.0 | -0.2

Next compounds:
Second line of a record – PV pol inh | PV pol inh FP z-score
O=C(NCCO)c1ccc2c(c1)OCO2
→ 101.0 | 0
CCOC(=O)c1c(NC(=O)COc2ccc(OC)cc2)sc(C(=O)N(CC)CC)c1C
→ 103.0 | -0.1
CCc1ccc(NC(=O)Nc2nnc(N(C)C3CCCCC3)s2)cc1
→ 112.0 | 0.9
CCOc1cc2c(cc1/C=C1\NC(=S)NC1=O)OCO2
→ 102.0 | 0
CC(OC(=O)c1cccc(S(=O)(=O)NCc2ccccc2)c1)C(=O)N1CCN(C(=O)c2ccco2)CC1 (stereo not given)
→ 102.0 | 0.1
COc1ccc(/C=C2\CCOC2=O)cc1
→ 98.0 | -1
Cc1cc2c3c(c1)C1(C(=O)N3C(C)(C)CC2C)C(C#N)=C(N)Oc2cc(O)ccc21 (stereo not given)
→ 100.0 | -0.1
CC(=O)Nc1ccc(N=Cc2c[nH]c3ccccc23)cc1
→ 102.0 | 0.1
O=C(NC(Cc1ccccc1)C(=O)O)OCc1ccccc1 (stereo not given)
→ 97.0 | -0.7
C#CCn1c(=NC(=O)c2ccc(S(=O)(=O)N3CCCC3)cc2)sc2cc3c(cc21)OCO3
→ 102.0 | -0.2
Cc1ccc2c(=O)cc(C(=O)Nc3c(C(=O)c4ccccc4)oc4ccccc34)oc2c1C
→ 105.0 | -0.5
CSc1nc(-c2ccc(Cl)cc2)nc(N)c1C#N
→ 101.0 | 0.1
CC(OC(=O)c1ccccc1NCc1ccco1)C(=O)Nc1ccc(Cl)cn1 (stereo not given)
→ 101.0 | -0.5
COc1ccc(NC(=O)CC2C(=O)N(c3cccc(C)c3)C(=O)N2Cc2cccnc2)cc1 (stereo not given)
→ 108.0 | 0.1
CCN(CC)c1ccc(NC(=O)c2cccn2-c2nnc(N3CCCCC3)s2)c(C)c1
→ 103.0 | -0.8

The results go on.
Second line of a record – PV pol inh | PV pol inh FP z-score
COCCNC(=O)CSc1nc(-c2cc(OC)c(OC)c(OC)c2)[nH]c1-c1ccc(Cl)cc1
→ 109.0 | -0.8
CCCN1C(=O)CCS(=O)(=O)c2ccccc21
→ 99.0 | -0.5
CCOc1ccc(-n2c3nc4ccccc4nc3c3c(=O)n(CCOC)cnc32)cc1
→ 101.0 | 0
Cc1c(N=C/C=C/c2ccccc2)c(=O)n(-c2ccccc2)n1C
→ 100.0 | -0.5
CCOC(=O)Cc1nc(OCC(=O)c2ccc(F)cc2)cs1
→ 91.0 | -5.5
O=C1CC(c2ccccc2C(F)(F)F)C2=C(CC(c3cccs3)CC2=O)N1 (stereo not given)
→ 100.0 | -0.4
N#Cc1cc2cc3c(cc2nc1SCc1cccnc1)OCCO3
→ 100.0 | -0.3
COc1ccccc1Nc1nc2ccccc2c2nncn12
→ 104.0 | 0.5
CCN(C(=S)NC(=O)c1ccc(Br)o1)c1ccccc1
→ 100.0 | -0.2
Cc1cccc(N2CCN(C(=O)CSCc3ccc(F)cc3)CC2)c1C
→ 109.0 | -0.5
Cc1ccc(C)c(SCC(=O)OCC(=O)N2CCCc3ccccc32)c1
→ 100.0 | -0.9
Cc1ccsc1C=Nc1ccc(O)cc1
→ 100.0 | 0.1
O=C(O)C1C2C=CC(C2)C1C(=O)N1CCN(C(c2ccccc2)c2ccccc2)CC1 (stereo not given)
→ 94.0 | -2.3
CCOc1ccccc1C(=O)N1CC(=O)Nc2ccc(C)cc2C1c1ccccc1 (stereo not given)
→ 109.0 | 0.7
Cc1c2cnn(CC(=O)N3CCC4(CC3)OCCO4)c(=O)c2c(C)n1Cc1ccccc1F
→ 100.0 | -1.6

(listing goes on)
Second line of a record – PV pol inh | PV pol inh FP z-score
O=C(COc1ccc(Cl)cc1)N1CCNCC1
→ 105.0 | 0.2
CC(Oc1ccc(Cl)cc1Cl)C(=O)NCCC1=CCCCC1 (stereo not given)
→ 101.0 | -0.2
CC1CCN(S(=O)(=O)c2c[nH]c(=O)[nH]c2=O)CC1
→ 102.0 | -0.3
CC1CCCC(NCC(=O)Nc2ccc(C(N)=O)cc2)C1C (stereo not given)
→ 105.0 | 0.1
Cc1cccc(N2CCN(C(=O)C3CCN(C(=O)c4cc5sccc5n4C)CC3)CC2C)c1 (stereo not given)
→ 109.0 | 0.8
COC(=O)c1cc(C)sc1NC(=O)C1CC(=O)NN1C (stereo not given)
→ 102.0 | 0.1
Cc1ccc(S(=O)(=O)Nc2nc3ccccc3nc2Nc2ccc(S(=O)(=O)Nc3onc(C)c3C)cc2)cc1
→ 105.0 | 0.4
Nc1ccc2oc(=O)c(-c3ccccc3)cc2c1
→ 103.0 | 0.4
Cc1ccccc1NC(=O)C1CCN(S(=O)(=O)c2ccccc2)CC1
→ 103.0 | 0.1
COc1ccc(Cl)cc1NC(=O)Cn1ccn(Cc2ccc(C)cc2)c(=O)c1=O
→ 103.0 | -0.6
Cc1nc2ccccc2nc1CSc1nnc(Cc2ccccc2)n1-c1ccccc1
→ 110.0 | 1
Fc1ccc(C2CN3C(=N2)C=Cc2ccccc23)cc1 (stereo not given)
→ 111.0 | 0.9
Cc1cc2ccccn2c1CCC#N
→ 102.0 | 0.3
Cc1ccc(NC(=O)Nc2ccc3c(c2)N(C)C(=O)c2ccccc2S3)c(C)c1
→ 110.0 | 0.7
